# Runt-CBFb FRET – inhibitors of RUNX1 Runt–CBFb binding, primary screen, biochemical, FRET, Cerulean-Runt, Venus-CBFb, uHTS. Runt-related transcription factor 1 (Homo sapiens) + Core-binding factor subunit beta …. Cerulean-Runt/Venus-CBFb FRET ratio 530/480, 1 h. inhibition, % at 20 µM. hit rate 0.46% among 220,000. AID 1496, 2009;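 active means inhibition over about 50% at 20 µM in the single-dose screen, limit read from the data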;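 further: 0% = DMSO wells and 100% = excess unlabeled CBFb competitor control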
# Target sequence (Q01196 whole entry, looked up): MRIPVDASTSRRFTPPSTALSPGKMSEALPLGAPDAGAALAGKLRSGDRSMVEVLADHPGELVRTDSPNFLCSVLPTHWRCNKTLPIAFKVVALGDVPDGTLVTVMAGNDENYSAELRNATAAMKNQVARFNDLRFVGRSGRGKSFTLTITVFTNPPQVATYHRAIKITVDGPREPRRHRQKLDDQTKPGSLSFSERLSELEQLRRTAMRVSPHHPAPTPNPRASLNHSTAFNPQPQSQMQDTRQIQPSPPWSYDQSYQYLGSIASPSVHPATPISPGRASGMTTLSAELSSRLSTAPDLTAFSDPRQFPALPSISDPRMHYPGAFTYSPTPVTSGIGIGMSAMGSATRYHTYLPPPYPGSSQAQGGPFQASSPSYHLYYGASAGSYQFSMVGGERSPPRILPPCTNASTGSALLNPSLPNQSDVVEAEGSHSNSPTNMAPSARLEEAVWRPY
# Target sequence (Q13951 whole entry, looked up): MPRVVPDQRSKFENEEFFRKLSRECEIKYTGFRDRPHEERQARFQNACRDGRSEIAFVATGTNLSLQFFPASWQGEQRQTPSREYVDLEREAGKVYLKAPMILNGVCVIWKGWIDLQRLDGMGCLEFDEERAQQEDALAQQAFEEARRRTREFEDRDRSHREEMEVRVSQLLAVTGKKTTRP
#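 Measured by: fluorescence energy transfer, 422 nm excitation, 530/480 nm emission; test system: Cerulean-tagged RUNX1 Runt domain (FRET donor) fusion protein; buffer or medium: Tris pH 7.5 buffer with BSA; compound: one dose, 20 µM compound, 1% DMSO; times: two 1 h room-temperature incubations shielded from light; benchmarks: unlabeled CBFb 5 µM, positive control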
# NPY-Y1 antag – NPY-Y1 receptor antagonists, primary screen, cell-based; HEK293-CNG Y1 cells, membrane potential fluorescence; NPY at EC95, then isoproterenol; hit rate 1% among 200,000; AID 1040, 2008; Neuropeptide Y receptor type 1 (Homo sapiens), P25929; inhibition, % at 3.6 µM;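 active means inhibition above the campaign mean inhibition of all tested compounds plus 3 SD, cut at about 20% in these data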;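 further: 0% = DMSO wells given NPY plus isoproterenol and 100% = isoproterenol alone without NPY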
#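 Assay system: HEK293 cells with Y1 receptor plus CNG channel | Probe or stimulus: NPY (25 nM), isoproterenol (1 µM), Ro 20-1724 (25 µM) | Timing: Compound incubation 1 h at room temperature, readout 45 min post-stimulation | Measured by: Membrane-potential fluorescent dye readout | Benchmarks: High control isoproterenol alone, low control NPY with isoproterenol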
# RBBP9 inh – human RBBP9 inhibitors, primary screen, biochemical, fluorescence polarization, FP-Rh probe, HTS. recombinant RBBP9. AID 1515, 2009. hit rate 0.2% among 220,000. inhibition, % at 7.94 µM;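 active means inhibition above the campaign mean of all tested compounds plus 3 SD, cut at about 14% in these data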;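 further: plate controls were DMSO wells with RBBP9 for no effect and wells lacking RBBP9 protein for full effect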
#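 Assay system: recombinant human RBBP9; Reagent: Serine-hydrolase probe FP-Rh, 375 nM pre-mixing; Doses: 7.94 µM single dose, 0.794% DMSO; Incubation: 30 min then 45 min, 25 °C; Detection: fluorescence polarization (mP), excitation 525 nm, emission 598 nm; Evaluation: percent inhibition from mP, scaled between DMSO and no-protein wells.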
# p97 inhibitor – inhibitors of human p97 ATPase, primary screen, biochemical; recombinant p97 ATPase, Kinase-Glo ATP luminescence, 3 h; inhibition, % at 8 µM; Transitional endoplasmic reticulum ATPase (Homo sapiens), P55072; hit rate 0.42% among 220,000; AID 1481, 2009; in the data active means inhibition above about 15%;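 further: 0% = DMSO vehicle and 100% = wells lacking enzyme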
# Runt-SMMHC FRET – inhibitors of RUNX1 Runt–CBFb-SMMHC binding, primary screen, biochemical, FRET, Cerulean-Runt, Venus-CBFb-SMMHC, uHTS; Runt-related transcription factor 1 (Homo sapiens) + Core-binding factor subunit beta …; Cerulean-Runt/Venus-CBFb-SMMHC FRET ratio 530/480, 1 h; inhibition, % at 20 µM; hit rate 0.74% among 220,000;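 active means mean inhibition across duplicate retests at 20 µM reaching about 50%, limit read from the data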;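 further: 0% = DMSO wells and 100% = wells with excess untagged CBFb-SMMHC; inhibitors lower the FRET ratio by blocking Runt binding to CBFb-SMMHC; some results filed as inactive read as strong as hits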
# Mdm2 ligase inh – MDM2-luciferase reporter signal enhancers, primary screen, MDM2 E3 ligase inhibitor project, cell-based, luminescence, 1536-well | E3 ubiquitin-protein ligase Mdm2 (Homo sapiens), Q00987 | cell-based MDM2 ubiquitination luciferase reporter, 2 h; 0 = plate control, 100 = twice control, blank-subtracted | signal enhancement, % at 5 µM | hit rate 0.11% among 210,000;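 active means signal enhancement of 30% or more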;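 further: luminescence tracks abundance of the self-degrading MDM2-luciferase fusion protein; higher signal means inhibition of MDM2 E3 ligase activity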
#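 Assay system: stable mammalian line carrying autodegrading MDM2–luciferase fusion reporter; Input: 2000 cells in each well; Compound dosing: single-point 5 µM; Schedule: 2 h compound exposure at 37 °C; Signal: SteadyLite luciferase luminescence after 15 min room-temperature reagent incubation; Evaluation: % luminescence enhancement versus blank-corrected plate control mean; Benchmarks: plate controls and plate blanks.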
# Hck-Nef inh – inhibitors of Nef-activated human Hck kinase, primary screen, biochemical, Z-Lyte FRET, 384-well, Hck-YEEI. Tyrosine-protein kinase HCK (Homo sapiens), P08631. Recombinant Hck-YEEI plus Nef, Z-Lyte FRET kinase assay. inhibition, % at 20 µM. hit rate 0.68% among 220,000;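 active means Hck-Nef kinase inhibition above about 50%, limit read from the data; inactive means inhibition below that limit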;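 further: 0% = DMSO with Hck plus Nef and 100% = Hck alone without Nef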
# NPY-Y1 PAM-ag – NPY-Y1 receptor potentiators or agonists, primary screen, cell-based | Neuropeptide Y receptor type 1 (Homo sapiens), P25929 | NPY-Y1 expressing cells, potentiator/agonist activation | activation, % at 3.6 µM | hit rate 0.37% among 220,000 | AID 1304, 2008; in the data active means activation above about 33%, passing the limit was not always enough;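 further: cells stimulated with NPY at EC10 then isoproterenol at EC100; 0% = low agonist plus stimulus and 100% = saturating agonist plus stimulus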
# NPY2 pot ag – NPY-Y2 potentiators or agonists, primary screen, cell-based. Neuropeptide Y receptor type 2 (Homo sapiens), P49146. cells expressing NPY-Y2, potentiator/agonist read-out. activation, % at 3.6 µM. hit rate 0.45% among 220,000; in the data active means activation above about 27%;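 further: cells stimulated with NPY near EC25 plus isoproterenol at EC100; 0% = vehicle plus submaximal agonist and 100% = vehicle plus saturating agonist; some results beyond the cut were filed as inactive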
# Target sequence (P49146 whole entry, looked up): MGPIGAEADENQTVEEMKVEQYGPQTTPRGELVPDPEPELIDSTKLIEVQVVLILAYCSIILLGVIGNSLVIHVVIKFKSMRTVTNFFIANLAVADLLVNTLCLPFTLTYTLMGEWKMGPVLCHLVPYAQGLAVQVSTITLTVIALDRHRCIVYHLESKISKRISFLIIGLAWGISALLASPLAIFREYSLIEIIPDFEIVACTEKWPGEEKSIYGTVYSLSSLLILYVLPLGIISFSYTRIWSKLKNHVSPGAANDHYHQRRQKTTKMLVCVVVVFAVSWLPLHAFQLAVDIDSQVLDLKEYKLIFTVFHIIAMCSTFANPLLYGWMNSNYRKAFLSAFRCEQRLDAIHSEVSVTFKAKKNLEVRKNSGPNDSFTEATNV
# Active calls of the source: *; x = not tested or not shown.
SMILES,Runt-CBFb FRET,NPY-Y1 antag,RBBP9 inh,p97 inhibitor,Runt-SMMHC FRET,Mdm2 ligase inh,Hck-Nef inh,NPY-Y1 PAM-ag,NPY2 pot ag
Fc1ccccc1-c1[nH]ncc1-c1nnnn1-c1ccccc1,1,x,-6,-3,-3,5,8,2,-10
O=C(Nc1nc2ccccc2c2nc3ccccc3n12)c1ccc(F)cc1,0,-3,-10,-4,2,0,0,0,-2
CCCC(=O)N1CCN(c2ccc(NC(=O)c3cc4ccccc4o3)cc2)CC1,-2,2,3,2,-1,-12,7,-9,14
C=CCn1c(P(=O)(O)c2ccccc2)nc2ccccc21,-1,2,-6,3,-5,2,1,17,-1
O=C(OCc1nnc(-c2ccccc2)o1)c1ccc(S(=O)(=O)NCc2ccco2)cc1,2,-9,3,0,-1,-13,0,4,6
NC(=O)COC(=O)c1c2c(nc3ccccc13)CCCCC2,2,-1,5,2,0,-1,-52,-1,-9
O=S(=O)(c1cccs1)n1nnc2ccccc21,-1,0,1,5,2,-6,-1,-2,-5
Cn1c(=O)n(C)c2cc(S(=O)(=O)NCC(=O)O)ccc21,1,-2,-1,2,-2,-9,20,11,3
Cc1ccc(-c2nnn(CC(=O)NC3CCN(Cc4ccccc4)CC3)n2)cc1,-3,13,11,-4,4,-1,8,-18,8
CC(=O)Nc1c(O)nc(SCc2ccccc2C#N)[nH]c1=O,1,-9,-8,8,5,0,3,-6,-1
O=c1c2ccccc2nc2n1C(CSCc1ccc(Cl)cc1Cl)CS2 (stereo unspecified),0,-4,-5,-2,-2,-3,3,-22,-28
CCOC(=O)C1=C(O)/C(=C/c2ccc(OCC(=O)O)c(OC)c2)SC1=Nc1ccc(OC)cc1,-90,1,-15,-2,-63,-5,4,-6,-6
COc1ccc(C(C(=O)NC2CCCC2)N(C(=O)c2ccoc2C)c2ccc(C)c(C)c2)cc1 (stereo unspecified),-2,15,-9,-4,-3,-4,-1,-12,-1
C/C(Cc1ccccc1)=N\NC(=O)CNC(=O)Cc1ccccc1,0,x,-6,4,0,1,9,-23,4
Nc1n[nH]c(N)c1N=Nc1ccc(F)cc1,-1,0,-10,-1,-4,-17,21,-5,-5
CCn1c(CSc2nc3ccccc3s2)nnc1SCC(=O)c1ccc2c(c1)OCCO2,x,11,-7,3,x,-20,2,-11,-9
Cc1ccccc1CN1CCN(CC(=O)NCc2ccccc2)C1=O,0,-1,5,1,-4,-9,1,-19,-4
CCOC(=O)n1c(=O)n(Cc2ccc(Cl)c(Cl)c2)c2ccccc21,-2,2,-3,-5,-2,-7,1,-40,-21
O=C(c1cnc2n(c1=O)CCS2)N1CCc2ccccc21,-1,2,-6,4,-1,-17,-2,-5,14
COc1ccnc(N=CNOCc2ccc(C)cc2)c1C#N,2,4,5,-3,-1,-10,1,-25,-27
COc1ccc2c(c1)C(C1C(=O)CCCC1=O)c1ccccc1O2 (stereo unspecified),2,-1,-6,-2,-7,-12,1,7,-13
CSc1ccccc1C(=O)NCc1ccc2c(c1)OCO2,0,3,-5,2,-5,-8,11,-11,2
CC1Cc2ccccc2N1C(=O)CSc1nnc(Cn2nnc3ccccc32)n1C (stereo unspecified),5,8,1,-2,0,-10,2,25,-5
Cc1cc2ncn(/N=C/c3ccc(-c4ccccc4)o3)c2cc1C,-2,8,-4,0,-5,-8,0,-31,-12
CCC(C)c1ccc(NC(=S)NN2CCOCC2)cc1 (stereo unspecified),1,7,7,-2,0,-6,-1,1,-3
# The listing continues:
SMILES,Runt-CBFb FRET,NPY-Y1 antag,RBBP9 inh,p97 inhibitor,Runt-SMMHC FRET,Mdm2 ligase inh,Hck-Nef inh,NPY-Y1 PAM-ag,NPY2 pot ag
COC(=O)C1=C(C)Nc2nc3ccccc3n2C1c1ccccc1F (stereo unspecified),-1,x,-7,-8,-1,8,15,0,-15
COc1ccc(CCn2c(C)cc(C(=O)CSc3nc(N)cc(=O)[nH]3)c2C)cc1,-3,0,-3,4,-4,4,1,27,-3
Cc1ccc(Cl)cc1N1CCN(C(=O)c2ccc(CN3CCOCC3)cc2)CC1,-4,2,-8,-11,-2,18,3,-11,-10
COC(=O)C1=C(Cn2cnc3ccccc32)NC(=O)NC1c1cc(C)ccc1C (stereo unspecified),0,12,-8,3,1,3,-1,-10,15
CN(C)CC(C)(C)CNS(=O)(=O)c1cccc(Cl)c1Cl,0,4,-7,2,11,-12,-1,14,8
CCNC(=S)N(CCc1ccc(S(N)(=O)=O)cc1)C1CC(=O)N(c2ccccc2)C1=O (stereo unspecified),0,-2,-9,4,0,2,18,5,3
O=C(NCc1ccc2c(c1)OCO2)NC12CC3CC(CC(C3)C1)C2,0,6,-10,4,0,0,17,16,-2
FC(F)(F)c1cnc(Sc2ncn[nH]2)c(Cl)c1,2,7,14,8,-1,-7,-20,-2,-11
CC1CCc2c(sc(/N=C/N(C)C)c2C#N)C1 (stereo unspecified),13,0,-5,-7,2,-9,24,9,4
COc1ccc(NC(=O)CSc2nc3ccccc3cc2Cc2ccccc2)cc1,0,6,0,-6,0,-13,0,-17,-17
O=C1CC(c2cccc([N+](=O)[O-])c2)c2ccc3ccccc3c2N1 (stereo unspecified),1,2,-12,-2,-1,-52,1,0,11
CCCC(=O)Nc1ccc(NC(=O)c2cccc(OC)c2)nc1,0,4,1,2,-1,-5,3,1,20
O=C(c1cccc(C(=O)N2CCN(c3ccc(F)cc3)CC2)c1)N1CCN(c2ccc(F)cc2)CC1,-7,-6,2,-2,-2,-5,-5,-4,-3
COc1cc(C(=O)NC2=C(C#N)CCC2)cc(OC)c1OC,-1,-1,-5,3,-4,-8,-12,5,1
O=C(c1ccc(COc2ccccc2Br)cc1)N1CCCCCC1,-3,9,-1,-2,0,-11,8,3,-16
O=C(O)CCCNc1cc(N2CCC3(CC2)OCCO3)c2noc3c2c1C(=O)c1ccccc1-3,2,-3,6,2,34,-1,10,7,11
Cc1ccc(-c2nnc(CSc3nnc(C)s3)o2)cc1,-3,11,-8,5,-4,9,2,-29,-2
CCN(CC)CCCN1C(=O)c2oc3ccccc3c(=O)c2C1c1cc(OC)ccc1OC (stereo unspecified),2,0,-6,2,-4,9,-2,-1,-7
O=C(CSc1nc(O)c(C(c2ccccc2)c2ccccc2)c(=O)[nH]1)N1CCOCC1,4,4,-3,-5,1,-5,15,-12,-15
CC/C(=N/NC(=O)c1ccc(Br)o1)c1ccc(Cl)cc1,1,8,-4,0,3,6,6,-3,-2
Cc1ccc(-c2ccc(CCC(=O)O)n2-c2ccc(O)cc2)cc1,3,8,-10,4,5,-10,0,-32,-2
COc1ccccc1NC(=O)C1=C(C)Nc2nnnn2C1c1ccccc1OC (stereo unspecified),0,-1,-3,4,-2,1,7,-3,4
CC(=O)Nc1ccc(S(=O)(=O)Nc2cccc(N(C)S(C)(=O)=O)c2)cc1,0,-1,-2,3,-5,-4,1,-12,-5
COCCNC(=O)C(=O)NCC1OCCN1C(=O)c1ccc(Cl)cc1 (stereo unspecified),-2,-2,-3,1,3,x,-8,-1,-1
O=[N+]([O-])c1cc2c(cc1/C=N/n1cnnc1)OCO2,6,-1,-1,2,-14,-2,-2,9,11

# The last three compounds of the section above lead into the next.
SMILES,Runt-CBFb FRET,NPY-Y1 antag,RBBP9 inh,p97 inhibitor,Runt-SMMHC FRET,Mdm2 ligase inh,Hck-Nef inh,NPY-Y1 PAM-ag,NPY2 pot ag
CC(=O)Nc1ccc(S(=O)(=O)Nc2cccc(N(C)S(C)(=O)=O)c2)cc1,0,-1,-2,3,-5,-4,1,-12,-5
COCCNC(=O)C(=O)NCC1OCCN1C(=O)c1ccc(Cl)cc1 (stereo unspecified),-2,-2,-3,1,3,x,-8,-1,-1
O=[N+]([O-])c1cc2c(cc1/C=N/n1cnnc1)OCO2,6,-1,-1,2,-14,-2,-2,9,11
Cn1c(=O)[nH]c(=O)c2c1nc(N(CCO)Cc1ccccc1)n2CCCc1ccccc1,-2,9,-5,-5,1,-12,0,-11,-10
CC(=O)c1cccc(NC(=S)NC(=O)C(C)C)c1,0,1,-10,-2,5,-7,0,12,3
CCOc1ccc2nc(NC(=O)Cn3[nH]c(=O)c4ccccc4c3=O)sc2c1,-10,x,-15,4,-9,-7,17,3,-8
Cc1ccccc1-c1nn(-c2ccc(F)cc2F)cc1CNCCCO,1,-6,-7,5,2,-1,28,20,2
COc1ccc(C(=O)Nc2nc3ccccc3c(=O)[nH]2)cc1,1,5,0,-1,0,-45,-1,-1,-10
CCC[n+]1c(C)sc2c3c(ccc21)CCCC3,-16,3,-4,-3,4,-8,18,-2,-22
Cc1c2cnn(-c3ccccc3)c(=O)c2c(C)n1CCCC(=O)N1CCN(C)CC1,1,3,6,1,-2,-17,1,-3,-1
Cc1onc(-c2ccccc2Cl)c1C(=O)Oc1cccc2cccnc12,-1,-1,-2,-2,1,-9,-8,3,-7
CCOC(=O)N1CCN(c2c(NCCCN(C)c3ccccc3)c(=O)c2=O)CC1,3,-2,3,6,0,-11,6,4,-7
COC(=O)CSc1nc2ncccc2[nH]1,2,3,-4,6,-4,-14,-3,1,10
CCOC(=O)N1CCN(C(=O)c2ccc3nc4ccsc4c(=O)n3c2)CC1,1,3,-5,5,0,-6,0,8,4
CCOC(=O)COc1ccc(/C=C2\NC(=S)N(CC)C2=O)cc1,14,-8,-6,5,34,-6,9,1,21

# Source: PubChem BioAssay

# No enrichment for hits; 3.5% or so of the library scored in one or more.
